Screens: PubChem, National Center for Advancing Translational Sciences (NCATS)
POLI inh: inhibitors of human DNA polymerase iota. 390,000 compounds, 1% hits. Pol iota fluorescent replication assay, 10 min. Potency, µM (doses to about 115 µM), for inactives: at the top dose activity, negative = inhibition, most hits filed as inhibitors. AID 588590; further: potency means the concentration at half of the fitted maximal effect
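Pol iota at 10 nM preincubated 15 min with compounds at room temperature; reaction started with fluorescent substrate, 50 nM final. Fluorescence read kinetically at 0 and 10 min; buffer-only wells as negative control.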
TRHR agonist: activates the human TRH receptor; P34981; TRHR cells, calcium flux fluo-8, FDSS agonist mode; activation, % at 2 µM; 360,000 compounds, 0.18% hits; AID 493084; in the data active means activation above about 30%; further: 0% is about no effect
Target sequence (P34981 whole entry, looked up): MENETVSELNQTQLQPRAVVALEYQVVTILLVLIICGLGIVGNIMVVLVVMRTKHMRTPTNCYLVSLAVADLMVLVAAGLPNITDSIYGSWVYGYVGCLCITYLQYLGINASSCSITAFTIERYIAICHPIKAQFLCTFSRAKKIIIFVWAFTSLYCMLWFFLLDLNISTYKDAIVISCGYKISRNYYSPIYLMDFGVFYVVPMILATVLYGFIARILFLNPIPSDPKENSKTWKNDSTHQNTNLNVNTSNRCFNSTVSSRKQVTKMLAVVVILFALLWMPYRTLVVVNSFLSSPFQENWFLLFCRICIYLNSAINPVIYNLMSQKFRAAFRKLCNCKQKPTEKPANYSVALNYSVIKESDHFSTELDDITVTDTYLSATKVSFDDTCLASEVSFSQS
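Steps: seed TRHR cells overnight; add fluo-8 no-wash Ca dye, RT 30 min–1.5 h; record 10 s baseline; pin-transfer compounds; monitor fluorescence 1 cycle/s for the agonist window. Calcium increases flag candidate agonists.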
ALOX12 inh: inhibitors of human 12S-lipoxygenase ALOX12. P18054. AID 1671190. Potency, µM (titrated, usually from 108 µM), inactives show at the highest dose activity change, negative = inhibition, hits mostly inhibitors. purified 12hLO, xylenol orange hydroperoxide absorbance. 580,000 compounds, 1.1% hits; further: potency means the concentration at half of the fitted maximal effect; on the % scale 0 is the no-effect control and ±100 the full control effect
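Hydroperoxide product was detected by ferrous iron/xylenol orange as the 573 to 405 nm absorbance ratio. Arachidonic acid at 40 uM (final) was turned over for 30 min at room temperature by 150 nM human 12hLO, pH 7.0 Hepes buffer, after 15 min compound preincubation.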
APE1 inh: inhibitors of human APE1 endonuclease; P27695; recombinant APE1, TAMRA/BHQ-2 abasic DNA cleavage fluorescence; Potency, µM (doses to about 65.8 µM), without a hit: at the top dose activity change, negative = inhibition, actives largely listed as inhibitors; 350,000 compounds, 0.35% hits;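 further: potency means the concentration at half of the fitted maximal effect; plate controls were vehicle for no effect and reference inhibitor for full effect; nearly all actives have a fitted effect of over 55% in size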
Target sequence (P27695 whole entry, looked up): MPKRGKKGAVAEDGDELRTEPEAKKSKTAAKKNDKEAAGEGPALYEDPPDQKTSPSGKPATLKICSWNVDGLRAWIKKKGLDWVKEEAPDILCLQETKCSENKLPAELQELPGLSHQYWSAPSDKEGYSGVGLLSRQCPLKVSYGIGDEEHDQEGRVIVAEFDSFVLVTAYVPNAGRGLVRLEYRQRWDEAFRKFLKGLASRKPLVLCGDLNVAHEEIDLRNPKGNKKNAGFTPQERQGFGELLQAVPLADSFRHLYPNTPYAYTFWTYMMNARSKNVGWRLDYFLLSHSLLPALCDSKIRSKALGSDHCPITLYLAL
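Activity was derived from the fluorescence gain between first and third kinetic reads (60 s intervals, ex 525/em 598 nm) after 50 nM THF-abasic TAMRA/BHQ-2 duplex was added to 0.75 nM APE1 preincubated 15 min with compound.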
Apoferritin bind: candidate novel general anesthetic via apoferritin binding; P02791; apoferritin/1-aminoanthracene competitive binding, fluorescence; Potency, µM (titrated, usually from 77.5 µM), for the others: top-dose activity change, negative = displacement, usual class: inhibitors; 350,000 compounds, 0.074% hits; further: potency means the concentration at half of the fitted maximal effect; on the % scale 0 is the no-effect control and ±100 the full control effect; nearly all actives have a fitted effect of over 20% in size
Target sequence (P02791 2-175 limits assumed): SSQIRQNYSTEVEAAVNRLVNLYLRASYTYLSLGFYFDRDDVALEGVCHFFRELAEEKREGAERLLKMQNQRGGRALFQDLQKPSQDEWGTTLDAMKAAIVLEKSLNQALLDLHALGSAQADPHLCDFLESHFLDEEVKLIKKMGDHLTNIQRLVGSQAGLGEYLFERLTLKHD
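In PBS, apoferritin at 10 uM is loaded with 1-AMA from a 50% saturated solution. After 10 min of compound exposure at ambient temperature, reduced 535 nm fluorescence indicates probe displacement.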
ERG-DNA inh: blocks human ERG Ets domain binding to DNA. P11308. fluorescence polarization, His-ERG Ets domain / labelled DNA. Potency, µM (top dose mostly 76.9 µM), inactives show at the highest dose FP activity, negative = inhibition, hits mostly inhibitors. 370,000 compounds, 0.028% hits; active means well fitted inhibition curve with a large enough effect in the polarisation, with a control signal flat; inconclusive means small, poorly fitted or top-dose-only effect, or effect the other way, or a change in a side signal; inactive means no such curve, though single readings can be large or run the other way; the % refers to the polarisation;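 further: polarization taken with two DNA probes labelled with fluorescein and Texas red; potency means the concentration at half of the fitted maximal effect; % of control where 0% means no effect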
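His-tagged ERG Ets domain (1 uM in the protein solution; 300mM KCl, 50mM Tris-HCl, 1mM EDTA, 1mM DTT, pH 7.5) received compound, then a probe mix of 5 nM fluorescein-DNA and 100nM Texas-615-DNA. Fluorescence polarization was read for both dyes.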
POLB inh: DNA polymerase beta (human) inhibition. 340,000 compounds, 1.3% hits. Potency, µM (titrated, usually from 114 µM), for inactives: at the top dose activity change, negative = inhibition, most hits filed as inhibitors. P06746. Pol beta primer extension/strand displacement, fluorescence kinetic; further: potency means the concentration at half of the fitted maximal effect; on the % scale 0 is the no-effect control and ±100 the full control effect
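Reaction started by 50 nM substrate onto compound-treated Pol beta (10 nM, 15 min preincubation, room temperature); plates read at 0 min and 10 min. Normalized concentration-effect data fitted by four-parameter Hill equation.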
POLK inh: DNA polymerase kappa (human) inhibition; purified Pol kappa, fluorescent DNA synthesis assay, 10 min; Q9UBT6; Potency, µM (top dose mostly 107 µM), for inactives: top-dose activity, negative = inhibition, actives largely listed as inhibitors; 400,000 compounds, 0.53% hits; further: potency means the concentration at half of the fitted maximal effect; on the % scale 0 is the no-effect control and ±100 the full control effect
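10 nM Pol kappa preincubated 15 min at room temperature with compounds, then reaction started with substrate at 50 nM final. Fluorescence read kinetically at 0 and 10 min; buffer-only wells served as negative control.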
BLM helicase inh: blocks DNA unwinding by human BLM helicase; P54132; recombinant BLM DNA unwinding, fluorescence dequenching; Potency, µM (series often up to 56.1 µM), without a hit: at the highest dose activity change, negative = inhibition, most hits filed as inhibitors; 350,000 compounds, 0.2% hits; AID 2528;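 further: potency means the concentration at half of the fitted maximal effect; plate controls were vehicle for no effect and no enzyme for full effect; nearly all actives have a fitted effect of over 35% in size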
Active calls of the source: *; ? = inconclusive; . = not tested or not shown; & = joins results of further samples; ! = not confirmed by another sample; [ ] = remark or other dose. Unless noted, the call rests on the fitted dose curve; in most records, active means well fitted curve in the direction sought with a large enough effect; inconclusive means small, poorly fitted or top-dose-only effect, or another doubt; inactive means no such curve, though single readings can be large; an effect the other way counts as inactive or inconclusive. Only part of the results is shown; the hit share may differ from the screen's.

Results follow in this order: POLI inh, TRHR agonist, ALOX12 inh, APE1 inh, Apoferritin bind, ERG-DNA inh, POLB inh, POLK inh, BLM helicase inh
C[C@]12CCC3C(CC[C@H]4C[C@@H](O)CC[C@]34C)C1C[C@@H](N)[C@@H]2O (stereo partly specified)
  16.3%, ., -7.7%, -4.3%, ., 3.6%, ., -11.6%, .
COc1ccc(CCn2c(O)c(/C=N/NC(=O)c3ccncc3)c(=O)[nH]c2=O)cc1OC
  -6.5%, -1.9, -25.7%, -3.8%, -6.5%, -4.9%, 24.2%, -19.2%, -11.6%
COc1ccc(OCC#CCN2CCNCC2)cc1
  9.2%, 0.4, ?, 7.4%, 0.3%, 1.9%, -0.3%, -15.6%, -2.0%
CN1[C@@H](C[C@@H](O)c2ccccc2)CCC[C@@H]1C[C@H](O)c1ccccc1
  ., ., ., 2.3%[21 µM], -0.6%[29.3 µM], ., ., -4.5%[12 µM], 1.5%[21.4 µM]
O=C(COc1ccc2ccc(=O)oc2c1)N1CCC(C(=O)O)(c2ccccc2)CC1
  -9.0%, 0.2, 82.0%[activator], -3.6%, -1.1%, 16.6%, 37.1%, -6.7%, -0.6%
CCOC(=O)c1[nH]ncc1CN1CCCC(C(=O)c2cccc(Cl)c2)C1 (stereo unspecified)
  -12.4%, 1.1, 14.5%, -2.9%, -2.8%, -8.3%, -25.3%, 6.0%, -0.4%
CCCn1c(=O)c2[nH]c(C3CCCC3)nc2n(CCCOC(=O)c2ccc(S(=O)(=O)F)cc2)c1=O
  0.9%[58.9 µM], ., ., 0.1%, ., ., 14.6%[57.1 µM], -3.9%[60.1 µM], .
CN1C(=O)N(C)C(=O)C(CCc2ccncc2)(Cc2ccc3c(c2)OCO3)C1=O
  36.1%[activator], 0.3, 2.2%, 0.0%, -6.8%, ., 3.6%, -4.3%, -0.3%
CCCOC(=O)c1ccccc1C(=O)OCCC
  7.3%, -1.0, 3.9%, 9.1%&4.6%, ., -12.9%, ., -7.2%, .
COc1ccccc1CCNC1C2CC3CC(C2)CC1C3 (stereo unspecified)
  14.6%, 1.8, -0.2%, 2.0%, -10.1%, 13.0%, -0.3%, -10.7%, -7.1%
CCn1nc(-c2cccs2)nc2c(=O)n(C)c(=O)nc1-2
  -154.3%, 0.2, ., -2.6%, 1.4%, ?, 0.7%, -12.4%, 1.12µM*
CN(C)C1C(=O)C(C(N)=O)=C(O)C2(O)C(=O)C3=C(O)c4c(O)cccc4C(C)(O)C3CC12 (stereo unspecified)
  ?, 1.0, ., -13.9%, -2.2%, 6.2%, 3.16µM*, ?, -5.3%
CC[n+]1c(SC)ccc2cc(OC)ccc21
  1.3%, 1.0, ?, ?, 40.6%[activator], -5.9%, 48.5%, -5.8%, -1.8%
CC(NC(=O)Oc1ccccc1)C(c1cccs1)N1CCOCC1 (stereo unspecified)
  -6.1%, 0.1, 2.6%, -1.9%, -9.4%, ., 34.0%, -8.7%, -10.9%
CN1C(=O)CCS(=O)(=O)[C@H]1c1ccc(Cl)cc1
  ., ., 0.0%, -4.7%, ., ., ., -5.7%[19.4 µM], 2.0%
N#CC(C#N)=Cc1ccc([N+](=O)[O-])c(O)c1
  ?, ., ?, -2.8%&-2.1%&1.8%&-1.9%, ., ., ?, ?, -6.7%
O=c1[nH]c(=O)n(CC2CCCO2)c(O)c1/C=C1\C=Nc2ccccc21 (stereo unspecified)
  ?, 0.4&1.2, ?, -10.3%&19.0%, -14.8%&-1.3%, 13.3%&-1.6%, 31.0%, -15.4%&-2.0%, -0.5%&-1.4%
CCN(CC)C(=O)c1ccc(NC(=O)CCn2nc(-c3ccc(C)cc3)c3ccccc3c2=O)cc1
  -9.2%, -0.1, -3.3%, ., -11.7%, 3.0%, 8.0%, -7.5%, -4.0%
CCOP(=O)(Cc1cc(C#N)oc1C)OCC
  -17.6%, -0.5, -17.6%, -1.4%, -8.9%, -1.4%, 31.8%, -11.0%, 4.2%
CCOC(=O)c1ccc(N=C(CC)c2c(O)n(C)c(=O)n(C)c2=O)cc1
  50.5%[activator], 0.0, ?, -0.5%, 0.5%, 11.0%, -0.7%, -0.4%, -1.1%
CCOP(=O)(OCC)C(Nc1ccc(F)cc1)c1ccccc1 (stereo unspecified)
  36.2%[activator], -0.5, 0.0%, 9.6%, 11.6%, 8.1%, 23.2%, -3.1%, -5.3%
O=S(=O)(F)c1ccc2nc(-c3cccc(Sc4ccccc4)c3)cc(Cl)c2c1
  34.6%[activator], -0.6, ?, -3.2%, -0.6%, -6.3%, 3.1%, -15.0%, -2.8%
COc1cc(C(C)=O)ccc1OC(=O)N(C)c1ccccc1
  13.6%, -0.2, -23.3%, 3.3%, ?, 10.6%, -2.0%, -11.7%, -0.8%
C[C@]12CC[C@H](O)C[C@H]1CCC1C2CC[C@]2(C)[C@@H](c3ccc(=O)oc3)C[C@H]3O[C@]132 (stereo partly specified)
  14.6%, ., 1.6%, ., ., ., ., 8.3%[19.4 µM], 4.0%
CCC(CC)N1CCN(Cc2nc3ccccc3c(=O)n2-c2ccc(F)cc2)CC1
  10.7%, -0.2, -25.0%, 16.7%, -18.4%, -4.2%, -11.2%, 12.8%, -3.1%
O=C(CO)C(O)C(O)C(O)CO (stereo unspecified)
  -4.3%, -0.4, -5.6%, 28.0%&-0.2%, -3.1%, 2.3%, ., -8.7%, 2.0%
CC(C)C[C@H](NC(=O)CNC(=O)[C@H](CCC(N)=O)NC(=O)[C@H](Cc1ccc(O)cc1)NC(=O)[C@@H](NC(=O)[C@H](Cc1ccc(O)cc1)NC(=O)CNC(=O)[C@@H](N)CCCN=C(N)N)C(C)C)C(=O)O
  ., ., ., -2.4%, -1.8%, ., ., -4.3%[60.1 µM], -0.2%
C[N+]1(C)CCc2cc3c(cc2[C@H]1[C@@H]1OC(=O)c2c1ccc1c2OCO1)OCO3
  ?, -0.1&0.6, ?, -3.2%&5.9%, -1.6%&-0.8%, 2.6%&-3.6%, 0.4%&2.0%, -11.6%[60.1 µM], 0.6%&-1.4%
C#C[C@@]1(O)CCC2C3CCC4=C/C(=N/OCC(=O)NC(C(=O)O)C(C)O)CC[C@]4(C)C3CC[C@@]21C (stereo partly specified)
  -0.4%, 0.4, -15.8%, 30.4%, 5.4%, 8.1%, 3.5%, -4.7%, -3.9%
COC(=O)C1=C(c2ccc3ccccc3c2)C[C@@H]2CC[C@H]1N2C(=O)NC1Cc2ccccc2C1
  11.9%, -0.4, -14.0%, 1.1%, ., 6.6%, ., -4.0%, .
Cc1cccc(CN2C(=O)CN=C(c3ccccc3)c3cc(Cl)ccc32)c1
  13.3%, -0.5, -29.9%, ., -19.9%, -3.3%, -19.2%, -11.3%[60.1 µM], -7.4%
CCOC(=O)c1c(-n2c(C)cc(/C=C3/C(=O)NC(=O)N(CC)C3=O)c2C)sc2c1CCCC2
  ?, ., ?, ., ., -1.2%, ., -21.3%, .
CC(N)[C@H](O)c1ccc(O)c(O)c1 (stereo partly specified)
  2.51µM*, 2.7, ., 1µM*, ., ., 1.78µM*, 2.99µM*, .
CN1CC[C@@]2(C)c3cc(O)ccc3N(C)C12 (stereo partly specified)
  28.2µM*!, ., ., ?, ., ., -7.6%[57.1 µM], -4.6%[60.1 µM], .
C=COCCn1c(C)c(C(=O)OCC)c2cc(O)ccc21
  8.5%, -1.0, -17.6%, -6.0%, -12.5%, -2.7%, 19.4%, -2.7%, -0.1%
O=C1c2ccccc2NC(c2ccccc2O)N1NS(=O)(=O)c1ccccc1 (stereo unspecified)
  34.4%[activator], -0.4, -8.2%, -1.5%, 1.1%, -9.7%, -18.1%, 2.9%, -4.6%
CCOP(=O)(OCC)C(NC(=O)C(Cl)Cl)C(Cl)(Cl)Cl (stereo unspecified)
  10.6%, 0.8, ?, 0.9%, -17.2%, 11.2%, -8.5%, -0.6%, -3.3%
NC1=C(Br)C(=O)c2ccccc2C1=O
  33.1%[activator], -0.1, 0.0%, 0.4%, 5.2%, -0.1%, ?, -11.1%, -18.0%
N=C1c2ccccc2CN1CC(=O)c1ccccc1
  -19.2%, -0.1, -1.4%, 2.9%, 2.0%, 5.9%, -1.3%, -5.0%, -5.6%
CC1(O)CCC2C3CCC4=CC(=O)CCC4=C3C=CC21C (stereo unspecified)
  23.8%, ., -11.0%, ., ., -7.3%, ., 3.7%, .

Quoted from the listing:
NC1=C(Br)C(=O)c2ccccc2C1=O | TRHR agonist: -0.1
CN1[C@@H](C[C@@H](O)c2ccccc2)CCC[C@@H]1C[C@H](O)c1ccccc1 | APE1 inh: 2.3%[21 µM]
CC(C)C[C@H](NC(=O)CNC(=O)[C@H](CCC(N)=O)NC(=O)[C@H](Cc1ccc(O)cc1)NC(=O)[C@@H](NC(=O)[C@H](Cc1ccc(O)cc1)NC(=O)CNC(=O)[C@@H](N)CCCN=C(N)N)C(C)C)C(=O)O | POLK inh: -4.3%[60.1 µM]

(more compounds)
Results follow in this order: POLI inh, TRHR agonist, ALOX12 inh, APE1 inh, Apoferritin bind, ERG-DNA inh, POLB inh, POLK inh, BLM helicase inh
O=c1c2ccccc2nc(-c2ccco2)n1-c1ccccc1
  8.3%, 0.3, ?, 7.3%, -8.4%, ?, 13.0%, -9.4%, -15.0%
Brc1ccc(C2N3CCCN23)cc1 (stereo unspecified)
  18.0%, -0.7, 2.7%, 4.5%, -11.6%, ., 52.5%, -10.1%, 2.3%
O=C(Cn1c(NCCCl)nc2ccccc21)c1ccc(Br)cc1
  -18.5%, ., ?, ., ., -5.1%, ., 13.1%, .
CCCCn1c(O)c(C(C)=NCCCN(C)C)c(=O)[nH]c1=O
  11.3%, 0.5, -4.7%, 6.7%, -23.0%, 3.6%, 43.9%, -6.6%, 1.8%
